p53ts 39C kill: p53ts cell cytotoxicity, nonpermissive temperature | H1299-p53A138V viability at 39C, ATP luminescence, 24 h | Potency, µM (series often up to 46.1 µM), inactives show top-dose activity change, negative = cell killing, most hits filed as cytotoxic | actives 1.5% (n = 130,000) | AID 902; note: nearly all actives have a fitted effect of over 55% in size
IkB sig inh: inhibitors of IkB signaling in ABC-DLBCL cells | AID 445 | actives 0.04% (n = 110,000) | Potency, µM (highest dose often 57.1 µM), without a hit: top-dose IkBa stabilization activation | ABC-DLBCL IkBa-CBG/CBR dual luciferase ratio, 4 h; response scale: scaled: untreated 0%, proteasome inhibitor 100%; active = well fitted curve in the direction sought with a large enough effect in the signal ratio, not every such curve was filed as active; inconclusive = small, poorly fitted or top-dose-only effect, or a change in a side signal; the % refers to the signal ratio;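 note: the direction sought is a rising ratio; 0% = basal untreated cells and 100% = reference inhibitor full response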
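In this assay, an IκBα–CBG68 fusion accumulates when IKK-driven degradation is blocked; native CBR normalizes for cell number. OCI-Ly3 cells were treated 4 h with compound and doxycycline, then green and red light read after Chroma-Glo addition.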
p53ts 32C tox: kills p53ts cells at the permissive temperature. Potency, µM (highest dose often 46.1 µM), inactives show at the top dose activity change, negative = cytotoxicity, most hits filed as cytotoxic. H1299-p53A138V at 32C, ATP luminescence viability, 24 h. actives 0.93% (n = 130,000);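 note: 0% = DMSO and -100% = full killing by reference compound; nearly all actives have a fitted effect of over 55% in size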
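H1299-p53 A138V cells (temperature-sensitive p53) exposed 24 h to up to 46 uM compound at 32C, where p53 is wild-type in conformation. Viability read as ATP luminescence and normalised to DMSO and 100 uM tamoxifen. AC50 fitted with the Hill equation.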
Imprint erasure: genomic imprint erasure induction; mouse ES Peg3-LacZ reporter, beta-gal luminescence, 40 h; Potency, µM (series often up to 60.7 µM), without a hit: at the highest dose activity change, positive = activation, most hits filed as activators; actives 0.02% (n = 110,000); AID 1948;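 note: 0% = negative control wells on the plate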
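Each well holds 300 Peg3LacZ-Neo (maternal) female ES cells incubated 40 h at 37C, 5% CO2. LacZ is measured by BetaGlo luminescence, with AC50 and maximum efficacy derived from dose-response curves.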
* hit, by the source's call; ? = inconclusive; nt = not tested or not shown; [ ] = dose if it differs, or a comment. Unless noted, calls come from the whole dose curve; as a rule, active = well fitted curve in the direction sought with a large enough effect; inconclusive = small, poorly fitted or top-dose-only effect, or another doubt; inactive = no such curve, though single readings can be large; an effect the other way counts as inactive or inconclusive. Unless noted, % is set by controls: 0 for no effect and ±100 for the full control effect; potency is the fitted concentration of half-maximal effect.

SMILES | p53ts 39C kill | IkB sig inh | p53ts 32C tox | Imprint erasure
Cn1c(=O)c2sccc2n2c(CCC(=O)NCc3ccc(Cl)cc3)nnc12 | -1% | -0.6% | -1% | -7%[10.9 µM]
COc1ccccc1CCNC(=O)CCn1c(=O)c2cccn2c2ccc(F)cc21 | -20% | ? | 1% | -8%[10.9 µM]
Cc1csc2ncc(C(=O)NCc3ccco3)c(=O)n12 | 1% | 1.0% | 4% | 6%
COc1cccc(CN2c3ccccc3-c3nc(SCC(=O)Nc4cccc(C)c4)ncc3S2(=O)=O)c1 | -8% | 3.6% | 1% | -11%[10.9 µM]
COc1ccc(OC)c(NS(=O)(=O)c2ccc(N3CCCCS3(=O)=O)cc2)c1 | -16% | ? | -14% | -13%[10.9 µM]
Cc1cc(F)ccc1NC(=O)Cn1cc(S(=O)(=O)NC(C)C)c(S(=O)(=O)NC(C)C)c1 | 8% | 0.0% | -4% | 12%[10.9 µM]
O=C(CCC(=O)N1CCc2ccccc21)Nc1ccccc1 | -2% | 2.2% | 3% | -11%
O=C(NC1CCCc2ccccc21)C1CCN(S(=O)(=O)c2cccc3nsnc23)CC1 (stereo not drawn) | -1% | -0.5% | -3% | -12%
Cc1cc2ncn(S(=O)(=O)N3CCCCC3)c2cc1C | 3% | 5.5% | 6% | -22%
O=C1CCC(C(=O)N(Cc2ccco2)C2(C(=O)NC3CCCC3)CCCCC2)N1 (stereo not drawn) | -13% | 0.2% | -5% | -14%
CC(C)C(=O)Nc1ccc(C(=O)N2CCN(C(=O)c3ccco3)CC2)cc1 | -9% | -1.1% | 13% | -2%
COc1cc2c(C(=O)N3CCN(C)CC3)c(C)oc2cc1Br | 0% | 2.1% | -2% | -13%
Cc1nn(-c2ccccc2)c2c1C(O)n1c(nc3ccccc31)S2 (stereo not drawn) | -5% | ? | 14% | -12%
Cc1ccc(NC(=O)CCc2c(C)nc3c(-c4ccc(F)cc4)c(C)nn3c2C)cc1F | -22% | -0.5% | -7% | -13%[10.9 µM]
COc1ccccc1CNC(=O)c1cnc(N2CCCC2)nc1C | -18% | 0.2% | 1% | -11%[10.9 µM]
CCc1ccc2c(c1)C1(NN=C(c3ccccc3)S1)C(=O)N2 (stereo not drawn) | -6% | nt | -13% | nt
COCCNC(=O)c1ccc(NS(=O)(=O)c2cc(C)ccc2C)cc1 | 3% | 1.7% | -1% | 5%
COc1cc(NC(=O)c2ccc(Br)o2)ccc1NC(=O)c1ccccc1Cl | 8% | ? | 6% | -24%
CC(C)OCCCn1c(=O)c2ccccc2n2c(-c3ccc(F)c(F)c3)nnc12 | ? | 1.2% | 20% | -6%[10.9 µM]
CCn1c(=N)n(CC(=O)c2ccco2)c2ccccc21 | -21% | -2.4% | -4% | -13%
O=C(N1CCOCC1)N1CCC(n2nnc3ccccc32)CC1 | 1% | 0.0% | -2% | -2%
Nc1nc(SCc2ccccc2)c2ncn(Cc3ccccc3)c2n1 | 3%[9.22 µM] | 3.1%[11.4 µM] | 1%[9.22 µM] | 3%[10.9 µM]
Cc1nn(CC(=O)NC(C)c2ccccc2)c(=O)c2ccccc12 (stereo not drawn) | 7% | 0.1% | 9% | 4%
CCN1C(=O)C(NC(C)=O)c2cc(Br)ccc21 (stereo not drawn) | 12% | -1.8% | 1% | -25%
COc1cccc([C@H]2Oc3ccc(OC)cc3/C(=N\O[C@@H]3O[C@H](COC(C)=O)[C@H](OC(C)=O)[C@H](OC(C)=O)[C@H]3OC(C)=O)[C@@H]2O)c1 | 1%[9.22 µM] | nt | -2%[9.22 µM] | nt

Whole records as entered above:
Listed for CCn1c(=N)n(CC(=O)c2ccco2)c2ccccc21 = p53ts 39C kill: -21%; IkB sig inh: -2.4%; p53ts 32C tox: -4%; Imprint erasure: -13%
Listed for Cc1nn(-c2ccccc2)c2c1C(O)n1c(nc3ccccc31)S2 (stereo not drawn) = p53ts 39C kill: -5%; IkB sig inh: ?; p53ts 32C tox: 14%; Imprint erasure: -12%
Listed for CCN1C(=O)C(NC(C)=O)c2cc(Br)ccc21 (stereo not drawn) = p53ts 39C kill: 12%; IkB sig inh: -1.8%; p53ts 32C tox: 1%; Imprint erasure: -25%

Going on with the list.
SMILES | p53ts 39C kill | IkB sig inh | p53ts 32C tox | Imprint erasure
O=C(COc1cccc(OC(F)F)c1)Nc1ccc(SC(F)F)cc1 | -3% | ? | -8% | -14%
CCOC(=O)C1CCCN(c2c(NCC3CCCN3CC)c(=O)c2=O)C1 (stereo not drawn) | 1% | 1.5% | 2% | -5%
CCOC(=O)c1c(-c2cccs2)csc1NC(C)=O | 21% | nt | -2% | nt
CCN1C(=S)SC(=O)C1=C1C=C(C)N(CCO)C(C)=C1 | 0% | -2.7% | -27% | -49%[inhibitor]
CCC(=O)Nc1c2c(nn1-c1ccccc1C)CSC2 | 1% | 3.7% | 2% | 0%
COc1ccccc1/C=C/c1nc(C#N)c(NCc2ccccc2)o1 | -26% | -0.3% | 3% | -8%[10.9 µM]
Cc1cc(C)c2c(-n3cccc3)c(C(=O)NCCc3ccccc3)sc2n1 | 28% | -0.3% | 11% | -5%[10.9 µM]
CCOC(=O)N1CCC(NC(=O)c2ccc3c(=O)n4c(nc3c2)CCCC4)CC1 | 3% | 0.0% | 4% | -1%
COc1ccc(C2CC(=O)C=C(NC3CCCC3)C2)cc1 (stereo not drawn) | -3% | nt | -17% | nt
CCCOc1ccc(-c2nonc2NC(=O)c2oc3ccc(C)cc3c2C)cc1OCCC | 5% | -1.0% | -1% | -2%[10.9 µM]
COc1ccccc1NC1=NC(c2ccc(Cl)cc2)N=C(N)N1 (stereo not drawn) | -2% | 1.7% | 9% | -17%
COc1ccc(S(=O)(=O)N(Cc2nc(-c3ccc(Cl)cc3)no2)C2CCCCC2)cc1 | -4% | -1.6% | 2% | -20%[10.9 µM]
COC(=O)C(CC(C)C)Oc1ccc2c(C)cc(=O)oc2c1 (stereo not drawn) | -7% | -1.3% | 1% | -7%
O=c1c(C(c2nnnn2C2CCCCC2)N2CCCCC2)coc2ccc(Cl)cc12 (stereo not drawn) | 10% | 1.0% | -6% | -5%
O=C(Cc1c[nH]c2ccccc12)Nc1nc2ccccc2[nH]1 | -8% | ? | 3% | -3%
N#Cc1sc2nc3c(c(-c4ccco4)c2c1N)CCCC3 | 37%[activator] | -0.2% | -4% | -28%
CCCn1cnc2c(SCc3ccc(Cl)cc3)nc(N)nc21 | 0%[9.22 µM] | -0.9%[11.4 µM] | -2%[9.22 µM] | -8%[10.9 µM]
Cc1ccc(C)c(NC(=O)C(Cc2ccccc2)n2cccc2)c1 (stereo not drawn) | -21% | ? | 5% | -1%[10.9 µM]
CCCn1c(NCc2cc(C)ccc2O)nc2ccccc21 | 4% | ? | 8% | -12%
CC(Sc1nc(=O)cc(N)n1CCc1ccccc1)C(=O)Nc1cccc(Cl)c1 (stereo not drawn) | -5% | ? | -5% | -9%[10.9 µM]
Cc1ccc(-n2ncc3c(NCCCN4CCOCC4)ncnc32)cc1 | -19% | ? | -13% | -5%[10.9 µM]
CCN(CC)CCCn1c(C)cc2c(c1=O)C(c1cc(OC)c(OC)cc1OC)C(C#N)=C(N)O2 (stereo not drawn) | -6% | 0.7% | -19% | -12%
Cc1nc2ccc(S(=O)(=O)N(CC(=O)Nc3cccc(C)c3C)Cc3ccccc3)cc2s1 | ? | 0.7% | -2% | -10%[10.9 µM]
CCOC(=O)COn1c(=O)c(-c2cccs2)[n+]([O-])c2ccccc21 | -7% | 3.3% | -3% | -12%
CCc1nc2sc3c(c2c(=O)n1N)CCC3 | 2% | -2.4% | 16% | -8%

The list goes on, starting with the last 4 of the part before.
SMILES | p53ts 39C kill | IkB sig inh | p53ts 32C tox | Imprint erasure
CCN(CC)CCCn1c(C)cc2c(c1=O)C(c1cc(OC)c(OC)cc1OC)C(C#N)=C(N)O2 (stereo not drawn) | -6% | 0.7% | -19% | -12%
Cc1nc2ccc(S(=O)(=O)N(CC(=O)Nc3cccc(C)c3C)Cc3ccccc3)cc2s1 | ? | 0.7% | -2% | -10%[10.9 µM]
CCOC(=O)COn1c(=O)c(-c2cccs2)[n+]([O-])c2ccccc21 | -7% | 3.3% | -3% | -12%
CCc1nc2sc3c(c2c(=O)n1N)CCC3 | 2% | -2.4% | 16% | -8%
COC(=O)c1cc2oc(C)cc2n1CC(=O)Nc1ccc(C)c(C)c1 | 11% | 5.4% | -29% | ?
Clc1ccc(-n2c(Cc3ccccc3)nnc2SCc2nc(-c3cccs3)no2)cc1 | 5% | ? | 11% | 5%[10.9 µM]
Cc1[nH]c2ccc(CNS(=O)(=O)c3ccc(S(=O)(=O)N4CCOCC4)cc3)cc2c1C | 0% | 1.0% | 7% | -14%
O=C(Nc1ccc2c(c1)OCCO2)C1CCN(S(=O)(=O)c2cccc3nsnc23)CC1 | 8% | 2.0% | 7% | -14%
C#CCSc1nc2sc3c(c2c(=O)n1Cc1ccccc1)CCCC3 | ? | 7.1% | -12% | -11%[10.9 µM]
COC(=O)c1ccccc1NC(=O)C1CCN(C(=O)c2cc(OC)c(OC)c(OC)c2)CC1 | 3% | -1.0% | -8% | -19%
CCCCN(C)S(=O)(=O)c1ccc(NC2=NS(=O)(=O)c3ccccc32)cc1 | 0% | ? | -16% | 19%[10.9 µM]
Clc1ccc(OCc2nnc(SCc3nnc(-c4ccccc4)o3)o2)c(Cl)c1 | -14% | ? | -13% | -19%
Cc1ccc(S(=O)(=O)N2CCN(C(=O)CSc3nnc(C)s3)C2)cc1 | 7% | 2.9% | 8% | -3%
O=C(c1cccc(F)c1)N1CCN(CC2CC3C=CC2C3)CC1 (stereo not drawn) | -2% | 1.7% | 9% | -9%
Cc1ccc(CNC(=O)CSc2nc3ccsc3c(=O)n2-c2ccc(C(=O)O)cc2)cc1 | -12% | -0.4% | -1% | -5%[10.9 µM]
Cc1cc(C)c(C)c(C(=O)CSc2nnc(-c3ccc4[nH]c(C)c(C)c4c3)o2)c1C | 5% | nt | 12% | nt
O=C(C1CCCN1C(=O)c1cccs1)N1CCc2ccccc21 (stereo not drawn) | -5% | 3.4% | 0% | -9%
O=C(Cn1nc(C(F)(F)F)c2c1CCCCC2)N1CCOCC1 | 9% | 2.2% | 8% | -14%
[O-]/[N+](=C\c1ccc(OC(F)F)cc1)c1ccccc1 | -10% | -1.8% | -25% | -7%
CC1(C)CC(=O)C2=C(C1)NC(=O)CC2c1cc(F)ccc1F (stereo not drawn) | -1% | 0.1% | 1% | -3%
Cc1cccc(Cn2cc(C(=O)c3ccccc3)c(=O)c3cc4c(cc32)OCO4)c1 | -12% | ? | 11% | -3%[10.9 µM]
CCOC(=O)CCN(Cc1cccs1)S(=O)(=O)c1ccc(F)cc1 | 5% | -0.5% | -6% | -14%
CCn1c(=O)cc(OCC(=O)N2CCN(c3cccc(Cl)c3)CC2)c2ccccc21 | 3% | ? | 11% | ?
CCOC(=O)C1(Cc2ccccc2)NC(c2ccccc2F)C2C(=O)N(CC)C(=O)C21 (stereo not drawn) | -4% | ? | 13% | nt
COC(=O)Cc1cnc(NC(=O)C2C3CCC(C3)C2C(=O)O)s1 (stereo not drawn) | 1% | 0.9% | -1% | -5%
COc1ccc(-n2c(=O)cc(N3CCN(c4ccccc4)CC3)[nH]c2=O)cc1 | -2% | 0.9% | -5% | -1%
COc1cccc(NC(=O)c2ccc3nc(CCc4ccccc4)oc3c2)c1 | -8% | ? | -12% | -19%[10.9 µM]
COc1cc(OC)cc(C(=O)Nc2ccc3c(c2)n(C)c(=O)c(=O)n3C)c1 | -25% | ? | -3% | -3%[10.9 µM]
COc1ccc2[nH]c3ccccc3c2c1 | -10% | -1.8% | -5% | -6%
COc1ccc(N2CCN(C(=O)CCNS(=O)(=O)c3ccc(Br)s3)CC2)cc1 | -14% | 1.8% | -16% | -18%
COc1ccccc1OC[C@H](O)CN1CCN(CC(=O)Nc2c(C)cccc2C)CC1 | 11% | 2.0% | 3% | nt
CC(C)CC(=O)N1c2nc(C(C)C)nn2C2(CCCCC2)[C@@H]2CCCC[C@@H]21 | -3% | 0.0% | 2% | -13%[10.9 µM]
COc1ccc(C)cc1N(CC(N)=O)S(=O)(=O)c1ccc(C)cc1 | 4% | 0.0% | -6% | 1%
C=CCn1c(C)cc(C(=O)COc2ncnc3sccc23)c1C | 7.9µM* | 0.5% | ? | -21%

Screens deposited in PubChem by National Center for Advancing Translational Sciences (NCATS).
